LGR2 antag: inhibitors of bursicon-induced Drosophila LGR2 receptor cAMP signaling; HEK293 LGR2, CRE-luciferase, bursicon-stimulated, 4 h; inhibition, % at 9.99 µM; 0.35% of 380,000 active; AID 720647;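 active = drop in luminescence signal, shown as inhibition above about 50% in the replicate tests, limit read from the data, passing the limit was not always enough; inconclusive = probably only some replicates passing the limit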;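 also: agonist challenge used bursicon conditioned medium at about half maximal strength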
SIRT5 block: inhibitors of human sirtuin-5 desuccinylase. Q9NXA8. Purified SirT5, succinyl-peptide AMC, trypsin-coupled fluorescence. inhibition, % at 15 µM. 1.1% of 330,000 active; in the data active = inhibition above about 15%; inconclusive = no clear call, values can overlap the other calls
Target sequence (Q9NXA8 whole entry, looked up): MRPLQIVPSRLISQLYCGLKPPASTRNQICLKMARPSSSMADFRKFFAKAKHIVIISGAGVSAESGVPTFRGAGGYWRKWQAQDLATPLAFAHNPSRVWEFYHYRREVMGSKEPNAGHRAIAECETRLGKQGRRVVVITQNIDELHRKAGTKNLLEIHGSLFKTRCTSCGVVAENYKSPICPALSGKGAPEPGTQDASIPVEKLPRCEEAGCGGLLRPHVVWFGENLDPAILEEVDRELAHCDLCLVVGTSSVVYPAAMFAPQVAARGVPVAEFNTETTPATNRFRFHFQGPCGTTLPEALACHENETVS
DENV2 CPE rescue: protects cells from dengue virus 2 cytopathic effect; CPE inhibition, % at 9.99 µM; AID 651640; DENV2-infected cells, cytopathic effect rescue, plate reader; 1.7% of 350,000 active; in the data active = CPE inhibition above about 20%, passing the limit was not always enough; inconclusive = no clear call, values can overlap the other calls; tested in BHK-21 cells;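 also: 0% = median of neutral control wells and 100% = median of positive control wells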
Casp6 inh: inhibitors of human caspase-6 | inhibition, % at 12.5 µM | 0.53% of 350,000 active | purified caspase-6, Z-VEID-R110 cleavage fluorescence | P55212;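 active = mean inhibition across replicates at least about 35%, with every replicate also reaching that limit, limit read from the data; inconclusive = only one of the two criteria met; inactive = neither criterion met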;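 also: 0% = median of neutral control wells and 100% = no fluorescence left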
Target sequence (P55212 24-179 limits assumed): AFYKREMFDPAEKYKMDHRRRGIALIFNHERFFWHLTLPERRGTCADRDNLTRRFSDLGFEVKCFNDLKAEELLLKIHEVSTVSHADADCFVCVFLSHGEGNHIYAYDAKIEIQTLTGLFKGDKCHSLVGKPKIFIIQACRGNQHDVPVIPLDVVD
Target sequence (P55212 194-293 limits assumed): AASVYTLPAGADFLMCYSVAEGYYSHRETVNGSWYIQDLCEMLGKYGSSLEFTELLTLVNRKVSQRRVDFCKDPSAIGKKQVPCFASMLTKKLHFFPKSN
PAX8 reporter: inhibitors of PAX8 transcriptional activity in RMG-I cells; RMG-I TPO-luciferase reporter, SteadyGlo, 24 h; inhibition, % at 12.6 µM; 1.2% of 360,000 active; AID 652154;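 active = mean replicate inhibition at least 60% with every replicate also reaching 60%; inconclusive = only one of the two criteria is met; inactive = mean below 60% and not all replicates reaching 60%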;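 also: luciferase light reporting Pax8 driven TPO promoter activity; plate controls were median of neutral control wells for no effect and mitoxantrone controls for full effect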
EWS-Fli inh: blocks EWS/Fli oncoprotein-driven transcription; inhibition, % at 12.6 µM; A673 NR0B1-luciferase reporter, viability-normalised; 0.67% of 350,000 active;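 active = mean inhibition of at least 50% after viability correction, with every replicate also passing that limit; inconclusive = mean reaches 50% but only one of two replicates passes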;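 also: firefly luciferase signal divided by Alamar Blue viability fluorescence both relative to DMSO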
ARNT-TACC3 inh: disruptors of human ARNT/TACC3 interaction. Q9Y6A5. AlphaScreen His-ARNT PAS-B/GST-TACC3 binding, luminescence; TACC3 fragment carries E629A point mutation. inhibition, % at 9.99 µM. 0.66% of 390,000 active;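 active = mean inhibition of replicates at least 50% and at least half of replicates each reaching 50%; inconclusive = half or more replicates reach 50% but mean below 50%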;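 also: 0% = complete ARNT plus TACC3 wells and 100% = ARNT alone without TACC3; many hits fall short of the cut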
The depositor's hits bear a star; ? = inconclusive; · = no result given; & = joins results of further samples.

mol,LGR2 antag,SIRT5 block,DENV2 CPE rescue,Casp6 inh,PAX8 reporter,EWS-Fli inh,ARNT-TACC3 inh
CCN(CC(=O)NCc1cccs1)C(=O)c1ccc(-c2cccc(C(F)(F)F)c2)o1,7,-3,-3,0,-1,-8,-12
CCSCCCn1[nH]c2ccccc2c1=O,-20,-2,-2,-1,-17,-14,·
Cc1cc(C(=O)Nc2ccc3c(c2)C(=O)N(C)[C@@H]2CC[C@@H](CC(=O)NCC(F)(F)F)O[C@H]2CO3)no1,-3,0,?,1,-9,-4,-9
C=CCn1c(CSCc2ccc(F)cc2)n[nH]c1=S,-2,1,2,-1,18,9,-3
COc1ccc2c3c(n(C)c2c1)[C@H](CO)N(S(=O)(=O)c1cn(C)cn1)CC31CCN(C)CC1,-10,-3,32*,-3,·,-6,·
O=C(Oc1ccc(Br)cc1C(=S)N1CCCC1)c1ccccc1F,25,·,·,·,7,·,3
CC(=O)Oc1ccc2occ(-c3ccccc3)c2c1,-33,1,6,-1,-109,-57,-4
CCC(C)NS(=O)(=O)c1ccc(OCC(=O)N2CCC(C)CC2)cc1 (stereo not given),19,-3,-6,0,·,14,-5
O=C(Nc1cc(F)ccc1F)N[C@H]1CC[C@H](CCn2cc(C3CCCC3)nn2)O[C@@H]1CO,-4,-2,2,0,15,·,·
COc1ccc(OCC(=O)Nc2ccc3c(c2)nc(CN2CCN(C(C)=O)CC2)n3C)cc1,17,-2,0,0,-7,-9,-4
Cc1ccc(S(=O)(=O)N(C)/N=C/c2ccc(C(=O)O)cc2)cc1,4,0,0,0,2,5,-2
Nc1nonc1-n1nnc(C(=O)N/N=C\c2ccncc2)c1CN1CCCCC1,33,4,-6,0,44,-8,13
O=C(CSc1nncn1-c1ccccc1)NC1CCCc2ccccc21 (stereo not given),14,-1,0,3,-1,-1,·
C#CC[N+]1(CC#Cc2ccccc2)CCCCC1,23,-2,-1,-2,0,9,-3
O=C(O)c1cc(S(=O)(=O)Nc2cccc3ccccc23)c(Cl)cc1Cl,9,5,-4,7,21,12,1
CCOC(=O)CCCCNC(=O)Nc1ccccc1,5,3,-2,1,7,6,3
COc1ccc(CNC(=O)C2CCN(S(=O)(=O)c3cccc4nsnc34)CC2)cc1,-17,-4,6,2,11,·,-7
C[C@H]1CN([C@@H](C)CO)C(=O)c2cc(NC(=O)CCC(F)(F)F)ccc2O[C@@H]1CN(C)C(=O)Nc1cccc2ccccc12,8,5,-10,1,20,-11,0
CC(NC(=O)CSc1nnc2n1CCCCC2)c1ccccc1Cl (stereo not given),1,0,-3,0,11,1,-4
Cn1c(=NC(=O)C(C)(C)C)sc2cccc(F)c21,-14,10,-4,-2,-49,-36,-4
O=C(Cc1cc(=O)[nH][nH]1)N/N=C/c1c(Cl)cccc1Cl,11&7,1,-4,1,1&6,-24,10&-1
COc1ccc(NC(=O)C2CCCN(C(=O)Nc3ccc(OC)cc3)C2)cc1 (stereo not given),-8,1,6,-1,-8,-6,-8
CNC[C@@H]1OCCCC[C@@H](C)Oc2ccc(NC(=O)Nc3c(C)noc3C)cc2C(=O)N([C@H](C)CO)C[C@H]1C,0,2,22*,-1,-9,-1,-6
C/C(=N\NC(=O)c1ccc(Cl)cc1)c1cccnc1,-10,0,?,-5,-20,-57,-4
NNC(=O)c1cc(C2CC2)nc2ccc(Br)cc12,13,-1,3,-1,-13,13,-6
CCOc1ccc2oc(C(=O)Nc3nccs3)c(C)c2c1,-73,-1,-2,5,-51,10,-8
CCCCN(CCCC)CCNC(=O)CN1C(=O)COc2ccc(S(=O)(=O)N3CCC(C)CC3)cc21,3,-2,7,1,11,2,-9
COc1ccccc1C#Cc1cnc2c(c1)C(=O)N([C@H](C)CO)C[C@H](C)[C@H](CN(C)C(=O)c1ccc3c(c1)OCO3)O2,10,7,0,-14,11,-6,-7
CCC(C)NC(=O)c1cc(-c2ccc3c(c2)OCO3)on1 (stereo not given),-39,-6,-9,0,-57,-34,-34
O=c1cc[nH]c2c(Cl)cccc12,-32,-2,-1,-1,11,-7,-3
CCn1nnc2cc(C(=O)Nc3ccc(C(=O)OC(C)C)cc3)ccc21,-6,·,-8,2,21,3,-3
CCCNC(=O)NC(=O)COC(=O)CC(NC(N)=O)c1ccc(Cl)cc1 (stereo not given),23,1,-4,2,-22,13,-1
Cc1csc(NC(=O)c2ccc(Cl)cc2[N+](=O)[O-])n1,-35,-1,-8,2,-70,-90,3
CCc1ccc(/C(C)=N/NS(=O)(=O)c2ccc(OC)cc2)s1,-3,-1,-6,-2,·,3,-1
COc1ccc(NC(=O)Nc2cccc3c2O[C@@H](CN(C)Cc2ccc(C(=O)O)cc2)[C@H](C)CN([C@@H](C)CO)C3=O)cc1,16,6,6,-1,·,-12,-1
COc1ccc(/C=N/n2c(-c3ccccc3)n[nH]c2=S)cc1,-18,-4,-2,0,7,3,-3
COC(=O)C1CCN(C(=O)c2ccc(OC)c(S(=O)(=O)N3CCCc4ccccc43)c2)CC1,10,·,7,-1,5,-3,-2
Cn1c(N)c(C(=O)COC(=O)c2cc(C(F)(F)F)nc3ccccc23)c(=O)n(C)c1=O,-5,·,12,-2,-3,3,·
COc1ccc(NC(=S)NC2CC3CCC2C3)c(OC)c1 (stereo not given),-10,0,1,-2,11,-6,6
COc1cc(CN2c3ccccc3C(=O)CS2(=O)=O)cc(OC)c1,-17,·,-1,-4,6,10,-1
CC(C)N(Cc1ccccc1)C(=O)COC(=O)C1CCN(c2ccc(C(F)(F)F)cn2)CC1,2,3,?,1,14,-1,-1
O=C(NCc1cccc(Cl)c1)C1CCC(=O)N(CC2CCCCC2)C1 (stereo not given),6,1,10,1,15,2,38
COc1ccc2c3c([nH]c2c1)[C@@H](CO)N(C(=O)C1CCC1)CC31CCN(S(C)(=O)=O)CC1,2,11,4,-1,-3,-12,·
CCOc1ccc(/C(C)=N\NC(=O)Cc2ccccc2)cc1,13,-6,-1,1,-15,-9,-2
Nc1ccc(N2CCCCC2)c2nonc12,4,1,-3,18,-17,-15,41
CCCC#Cc1cnc2c(c1)C(=O)N([C@H](C)CO)C[C@H](C)[C@@H](CN(C)Cc1ccc(F)cc1)O2,-15,·,-12,1,·,3,-2
O=C(COc1ccc(-n2cnnn2)cc1)Nc1ccccc1Cl,11,1,13,0,-3,-17,-12
Cc1cc(=O)[nH]c(SCC(=O)NC2CCCCC2)n1,13,-2,-4,-1,-5,-1,-7
CS(=O)(=O)/C(C#N)=C/c1c(-c2ccccc2)nc2n1CCS2,-10,-1,2,0,11,-4,0
COc1c(Cl)cnn(-c2ccc(Cl)c(Cl)c2)c1=O,-10,-3,1,0,-28,16,-8
O=C(COC(=O)c1ccc(Br)o1)Nc1nc2c(F)c(F)c(F)cc2s1,10,2,-2,3,-3,-10,18
Cc1ccc(C(=O)Nc2nc(-c3ccc(F)cc3)cs2)o1,-15,-6,-2,1,-40,-46,-3
Cc1noc(C)c1S(=O)(=O)Nc1ccc2c(c1)CC(=O)N([C@H](C)CO)C[C@@H](C)[C@H](CN(C)Cc1ccc(Cl)c(Cl)c1)O2,-13,6,15,-2,3,3,-8
CCCOc1cccc(-c2cc(C(=O)N/N=C/c3cccnc3)c3ccccc3n2)c1,-14,-1,8,3,-34,·,2
Cc1ccc(CNC(=O)COC(=O)COc2ccc(C#N)cc2)cc1,-4,-4,1,-2,8,-1,·
Cn1cc(Br)c(C(=O)NNC(=O)c2ccccc2)n1,2,·,·,·,-3,·,-4
COc1cccc(CN2C(=O)C3(C(C#N)=C(N)OC4=C3C(=O)CCC4)c3ccccc32)c1 (stereo not given),-11,0,5,-1,·,13,-3
CCOc1cc2c(cc1OCC)C(c1ccc(C(=O)O)cc1)NCC2 (stereo not given),-9,-6,-6,4,-6,10,-7
Cc1cccc(NCc2nc(SCC(=O)Nc3ccccc3Br)n[nH]2)c1,5,0,0,1,13,9,2
O=C(CN(Cc1ccccc1)S(=O)(=O)c1ccc(F)cc1)NCc1ccccn1,3,-2,-1,-2,1,-1,-2

Later entries
mol,LGR2 antag,SIRT5 block,DENV2 CPE rescue,Casp6 inh,PAX8 reporter,EWS-Fli inh,ARNT-TACC3 inh
O=c1c(-c2ccccc2Cl)c[nH]n1-c1ccccc1,2,0,-7,1,-16,-4,-3
C[C@H](O)C#Cc1cnc2c(c1)C(=O)N([C@@H](C)CO)C[C@@H](C)[C@H](CN(C)C(=O)Cc1ccncc1)O2,6,0,2,1,4,0,-8
Cc1cccnc1NC(=O)CCCc1c[nH]c2ccccc12,5,1,8,6,20,10,1
C[C@H]1CCCCO[C@H](CN(C)C(=O)Cc2ccccc2)[C@@H](C)CN([C@@H](C)CO)C(=O)c2cc(NS(=O)(=O)c3ccc(F)cc3)ccc2O1,5,·,-12,·,-9,9,0
COc1ccc(NC(=O)Nc2cccc3c2O[C@@H](CN(C)C(=O)Nc2ccc(OC)cc2)[C@@H](C)CN([C@H](C)CO)C3=O)cc1,19,10,-10,-3,-20,-5,1
CS(=O)(=O)Nc1cccc(-c2cnc3ccccc3n2)c1,-38,4,-3,-4,-127,-84,6
CCNC(=O)C[C@H]1CC[C@@H]2[C@H](COc3ccc(NC(=O)c4ccccc4)cc3C(=O)N2C)O1,-2,2,7,0,-4,-6,1
CCN(c1ccccc1)S(=O)(=O)c1cc(NC(=O)CN2CCN(C)CC2)ccc1Cl,-1,-2,-1,-6,5,3,-3
COc1ccc(CCNC(=O)c2ccccc2NC(=O)CN2CCN(c3ccccc3O)CC2)cc1,18,-3,-8,-3,34,-8,4
CCCC(O)C#Cc1cnc2c(c1)C(=O)N([C@H](C)CO)C[C@H](C)[C@H](CN(C)S(=O)(=O)c1cn(C)cn1)O2 (stereo not given in full),-25,-4,1,0,·,0,-11
Cc1cc(C(=O)NC(C)C2CCCO2)c(C)o1 (stereo not given),-1,-2,-1,-5,10,-3,31
CC(=O)Cc1nsc(NC(=O)C2Cc3ccccc3C(=O)O2)n1 (stereo not given),10,0,0,-1,-5,-2,-3
CC1(c2nc3ccccc3[nH]2)CCC2=Nc3ccccc3CN21 (stereo not given),-1,0,0,-2,-17,4,·
COc1ccc2c3c([nH]c2c1)[C@H](CO)NCC31CCN(C(=O)c2ccccc2)CC1,15,-5,-11,1,·,-2,·
CCN(CC(=O)Nc1cccc(F)c1)Cc1nc2ccccc2c(=O)[nH]1,23,2,3,3,22,0,-5
COc1ccc(OC)c(/C=C2\S/C(=N/NC(=O)c3ccc4ccccc4c3)NC2=O)c1,-18,-1,-8,-4,0,7,4
C=CCn1ncc(OC)c(Cl)c1=O,·,24*,1,1,·,10,-4
O=C1NCCN1c1ccc(CN2CCN(C3CCCCC3)C(CCO)C2)cc1 (stereo not given),19,10,-4,-3,-2,-5,12
O=C(C[C@H]1C=C[C@H](NC(=O)C2CCC2)[C@H](CO)O1)NCC1CC1,8,0,-6,-2,11,0,·
CC(C)COC(=O)N(C)C[C@@H]1OCc2ccccc2-c2c(n(C)c3ccccc23)C(=O)N([C@@H](C)CO)C[C@H]1C,-11,6,4,2,14,-4,2
NNc1nc(-c2ccccc2Cl)nc2sc3c(c12)CCCC3,-56,·,·,·,-86,·,0
O=C(C[C@H]1CC[C@@H]2[C@H](COC[C@@H](O)CN2S(=O)(=O)c2ccc(Oc3ccccc3)cc2)O1)Nc1ccccc1,-2,2,0,1,·,·,15
C=CCn1c(-c2ccccc2[N+](=O)[O-])n[nH]c1=S,0,1,0,1,-4,-1,-3
